ERp5 inh: blocks human ERp5 reductase activity on insulin; Q15084; ERp5 insulin aggregation, absorbance 650 nm, 90 min; inhibition, % at 9.99 µM; hit rate 0.05% among 350,000;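 active = mean replicate inhibition above about 25%, with every replicate also reaching it, limit read from the data, passing the limit was not always enough; inconclusive = only one of those two criteria met; inactive = neither criterion met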
DENV2 CPE rescue: protects cells from dengue virus 2 cytopathic effect; hit rate 1.7% among 350,000; DENV2-infected cells, cytopathic effect rescue, plate reader; CPE inhibition, % at 9.99 µM; in the data active = CPE inhibition above about 20%, passing the limit was not always enough; inconclusive = no clear call, values can overlap the other calls; tested in BHK-21 cells;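 also: 0% = median of neutral control wells and 100% = median of positive control wells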
S100A4 inh HTS: S100A4-myosin IIA interaction inhibition; S100A4/TAMRA-MyoIIA peptide fluorescence polarization; inhibition, % at 10.7 µM; hit rate 0.14% among 360,000;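 active = mean inhibition of at least 70% across replicates, with every replicate also reaching that level; inconclusive = mean inhibition reaches 70% but some replicates fall short; inactive = mean inhibition below 70%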
Target sequence (P26447 whole entry, looked up): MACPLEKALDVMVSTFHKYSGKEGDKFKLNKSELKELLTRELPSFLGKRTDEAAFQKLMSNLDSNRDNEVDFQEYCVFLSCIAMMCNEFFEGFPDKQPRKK
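Assay system: human S100A4 monomer with TAMRA-labelled myosin IIA peptide / Buffer or medium: Calcium-containing HEPES buffer, pH 7.2 / Reagent: TAMRA-labelled myosin IIA heavy-chain peptide probe, 5 nM / Compound: one dose per compound / Timing: polarization read 5 min after assay mix addition, stable 5–60 min / Benchmarks: neutral control DMSO, positive control TFP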
SIRT5 block: sirtuin-5 (human) deacylase inhibition | Q9NXA8 | Purified SirT5, succinyl-peptide AMC, trypsin-coupled fluorescence | inhibition, % at 15 µM | hit rate 1.1% among 330,000 | AID 652115; in the data active = inhibition above about 15%; inconclusive = no clear call, values can overlap the other calls
Target sequence (Q9NXA8 whole entry, looked up): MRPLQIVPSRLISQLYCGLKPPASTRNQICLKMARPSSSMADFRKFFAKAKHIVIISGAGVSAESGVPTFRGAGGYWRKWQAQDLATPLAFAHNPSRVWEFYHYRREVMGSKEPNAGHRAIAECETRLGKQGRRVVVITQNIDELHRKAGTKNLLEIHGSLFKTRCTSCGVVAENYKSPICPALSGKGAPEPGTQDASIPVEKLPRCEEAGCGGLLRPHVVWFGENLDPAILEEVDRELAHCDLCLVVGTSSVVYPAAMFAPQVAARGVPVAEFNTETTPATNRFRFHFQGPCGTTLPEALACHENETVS
Statin myotox sup: protects C2C12 myotubes from simvastatin toxicity; ATP luminescence, 48 h; scaled: DMSO 0, geranylgeraniol control 100; rescue of ATP level, % at 7.49 µM; hit rate 0.78% among 330,000;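 active = mean ATP rescue above about 67%, or every replicate alone reaching that limit, limit read from the data, passing the limit was not always enough; inconclusive = no clear call, values can overlap the other calls; inactive = mean under the limit and some replicate under it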;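 also: myotubes were challenged with 10 µM simvastatin during compound exposure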
E-selectin induc: E-selectin induction on HUVECs | hit rate 0.37% among 260,000 | P16581 | HUVEC E-selectin immunofluorescence imaging; normalized: neutral wells 0, TNF-alpha wells 100 | AID 686992 | activation, % at 7.58 µM;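 active = mean E-selectin-positive cell signal at least 10% of the positive control, reached in at least 60% of replicates, without over 20% cell loss; inconclusive = no rule given, readout overlaps actives, possibly toxicity-flagged; inactive = the rest, including those meeting only one limit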;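 also: in these data hits start at about 27%; measured in HUVEC primary endothelial cells; signal is the percent of cells scored E-selectin positive by PE staining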
Target sequence (P16581 whole entry, looked up): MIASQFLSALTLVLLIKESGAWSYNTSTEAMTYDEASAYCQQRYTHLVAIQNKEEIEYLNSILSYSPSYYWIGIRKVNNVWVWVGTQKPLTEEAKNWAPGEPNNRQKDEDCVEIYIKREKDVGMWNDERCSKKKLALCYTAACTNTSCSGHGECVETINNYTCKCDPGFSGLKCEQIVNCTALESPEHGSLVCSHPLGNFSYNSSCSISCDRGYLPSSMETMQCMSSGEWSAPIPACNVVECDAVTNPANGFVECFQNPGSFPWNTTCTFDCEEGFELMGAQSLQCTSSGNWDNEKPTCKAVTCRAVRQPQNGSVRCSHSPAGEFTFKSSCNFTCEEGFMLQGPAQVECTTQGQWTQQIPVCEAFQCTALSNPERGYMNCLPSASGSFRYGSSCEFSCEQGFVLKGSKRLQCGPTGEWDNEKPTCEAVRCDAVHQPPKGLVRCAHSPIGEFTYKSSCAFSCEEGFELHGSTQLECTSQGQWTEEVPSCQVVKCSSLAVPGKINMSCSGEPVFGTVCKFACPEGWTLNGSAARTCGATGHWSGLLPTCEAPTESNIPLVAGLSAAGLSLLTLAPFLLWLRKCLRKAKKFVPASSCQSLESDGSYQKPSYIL
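Assay system: HUVEC, human umbilical vein endothelial cells / Amount: 3,000 HUVEC/well / Controls: TNF-alpha positive control, DMSO neutral control / Compound dosing: single concentration / Medium: EGM-2 over gelatin coat / Evaluation: percent E-selectin-positive cells / Signal: immunofluorescence imaging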
PglD DTNB: inhibitors of Campylobacter jejuni PglD acetyltransferase; purified PglD enzyme, DTNB colorimetric CoA detection; inhibition, % at 12.5 µM; hit rate 0.098% among 360,000; AID 602405; in the data active = inhibition above about 16%, passing the limit was not always enough; inconclusive = no clear call, values can overlap the other calls; also: strong numbers were not always called active
Numbers without * were called inactive; ? = inconclusive; nt = not tested or not shown. The list is partial (hit frequency here may not be typical).

SMILES	ERp5 inh	DENV2 CPE rescue	S100A4 inh HTS	SIRT5 block	Statin myotox sup	E-selectin induc	PglD DTNB
CCOc1cccc(C2C(C(=O)c3ccc(C)o3)=C(O)C(=O)N2Cc2ccccc2)c1 (stereo not drawn)	-6	1	-4	-5	1	0.0	-4
C[C@@H]1CN([C@@H](C)CO)C(=O)CCCn2nncc2CO[C@@H]1CN(C)CC1CCCC1	6	-2	11	-3	-14	0.0	-1
Cc1cc(C)cc(OCC(O)CN2CC(C)OC(C)C2)c1 (stereo not drawn)	1	5	-1	-4	10	1.1	-20
O=C(CSc1nc(=O)n(CCCN2CCOCC2)c2c1CCCC2)Nc1ccc(Cl)cc1	2	-2	-3	-4	12	nt	-2
CCC1Sc2ccccc2N(CC(=O)NC2CC2)C1=O (stereo not drawn)	8	-2	1	-2	nt	1.6	0
O=C(c1cnccn1)N1CC(=O)N2[C@H](CO)[C@@H](c3ccc(C4=CCCCC4)cc3)[C@H]2C1	-4	-13	nt	nt	nt	0.0	nt
CC(=O)N(C)C[C@@H]1Oc2cc(C#C[C@@H](C)O)ccc2S(=O)(=O)N([C@H](C)CO)C[C@H]1C	4	-8	4	0	8	0.1	3
COc1ccc(-c2noc(CSc3nnc(CCc4ccccc4)n3-c3ccccc3)n2)cc1OC	-1	nt	-1	-1	-14	nt	9
C[C@H](CO)N1C[C@H](C)[C@@H](CN(C)S(C)(=O)=O)OCc2ccccc2-c2c(n(C)c3ccccc23)C1=O	-13	-4	5	-2	nt	-0.3	-1
CCOC(=O)C(=N/O)/C(C)=N/NC(=O)C(=O)Nc1cc(Cl)ccc1Cl	-2	0	1	-2	nt	nt	nt
COc1ccc([Si](C)(C)[C@@H]2[C@@H](CCO)O[C@]3(C(=O)N(Cc4ccc(NC(C)=O)cc4)c4ccccc43)[C@H]2C)cc1	-2	20*	11	1	nt	nt	-2
O=CNC(n1cnc2c(N3CCOCC3)ncnc21)C(Cl)(Cl)Cl (stereo not drawn)	5	1	-2	10	7	1.1	1
CCCCN(C(=O)C1=COCCO1)c1c(N)n(CCCC)c(=O)[nH]c1=O	3	5	-6	-7	3	-0.1	2
CSCCC(NS(=O)(=O)c1ccccc1F)C(=O)NNC(=O)c1csc(N2CCOCC2)n1 (stereo not drawn)	-4	-4	0	17*	-12	3.5	-6
CNC(=O)C[C@@H]1CC[C@H]2[C@H](COc3ccc(NC(=O)c4ccccc4F)cc3C(=O)N2C)O1	nt	2	nt	nt	-18	0.1	4
O=[N+]([O-])c1cccc(CSC2=NCCN2S(=O)(=O)c2ccccc2)c1	-4	?	0	1	3	4.1	-5
COc1ccc(/C(N)=N/O)cc1O	1	-6	0	-1	nt	0.2	-3
Cc1cccc(COCC(Cc2ccccc2)N2CCN(C(=O)c3cccc(C)c3)CCC2=O)c1 (stereo not drawn)	2	-2	3	2	-6	-0.1	-1
O=C(C[C@@H]1CC[C@H](NC(=O)C2CC2)[C@H](CO)O1)NCc1ccccc1Cl	1	-2	-1	-4	2	0.0	-4
O=C(CSc1nnc(SCc2ccc(Cl)cc2)s1)N/N=C/c1ccc(C(=O)O)cc1	-9	0	-1	3	19	9.4	1

Reformatted in CSV form: part of the list above
mol,ERp5 inh,DENV2 CPE rescue,S100A4 inh HTS,SIRT5 block,Statin myotox sup,E-selectin induc,PglD DTNB
COc1ccc(/C(N)=N/O)cc1O,1,-6,0,-1,nt,0.2,-3
Cc1cccc(COCC(Cc2ccccc2)N2CCN(C(=O)c3cccc(C)c3)CCC2=O)c1 (stereo not drawn),2,-2,3,2,-6,-0.1,-1
O=C(C[C@@H]1CC[C@H](NC(=O)C2CC2)[C@H](CO)O1)NCc1ccccc1Cl,1,-2,-1,-4,2,0.0,-4

Additional compounds
SMILES	ERp5 inh	DENV2 CPE rescue	S100A4 inh HTS	SIRT5 block	Statin myotox sup	E-selectin induc	PglD DTNB
Nc1ncnc2c1nc(N1CCCCC1)n2[C@@H]1O[C@H](CO)[C@@H](O)[C@H]1O	2	nt	-5	-6	101*	0.0	-7
c1csc(-c2ccc(N3CCOCC3)nn2)c1	-1	-1	2	-1	-14	6.9	-2
COc1ccccc1NC(CC(=O)c1ccccc1)C(=O)OCC(=O)c1ccc(C)cc1 (stereo not drawn)	1	9	-2	-4	nt	nt	nt
CCCN(C)C[C@H]1Oc2cc(-c3ccccc3OC)ccc2S(=O)(=O)N([C@H](C)CO)C[C@H]1C	-5	1	-9	-14	-8	-0.8	2
Cn1c(CO)cnc1SCC(=O)c1ccc(Cl)cc1	-13	1	1	-2	nt	nt	nt
CCC1CCC2(CC1)NC(=O)N(CC(=O)N1CCc3ccccc31)C2=O (stereo not drawn)	7	-1	-4	-8	-6	-0.2	-1
COc1ccc(CCNC(=O)C(=O)c2c[nH]c3ccccc23)cc1OC	1	20	-1	0	6	0.1	-2
Clc1nssc1=Nc1nncs1	-6	?	0	nt	7	0.1	1
O=C(NC1CC1)C1CCN(C2CCN(C(=O)/C=C/c3cccs3)CC2)CC1	3	3	-14	1	4	nt	nt
CCCNC(=O)c1ccc(S(=O)(=O)c2ccc(OC)cc2)c([N+](=O)[O-])c1	2	3	6	-4	7	0.2	14
CCOC(=O)c1nc(Nc2ccc(C(C)=O)cc2)c2ccccc2n1	4	-1	-4	-1	7	0.3	0
O=C(COc1ccccc1)N1CCc2ccccc21	-97	-3	4	0	nt	nt	nt
O=C(COc1cc2oc(=O)c3c(c2cc1Cl)CCC3)NCCCN1CCOCC1	0	-2	0	2	22	nt	8
CCOc1ccc(C(NC(=O)CC)c2c(O)ccc3ccccc23)cc1 (stereo not drawn)	-1	2	0	-8	-26	0.2	-3
COc1ccc(NC(=O)CN(C)C(=O)CCC2CCCC2)cc1	1	2	13	-1	1	-0.7	-3
Cn1c(-c2ccc(C#N)cc2)c(C#Cc2ccccc2)c2ccccc21	-2	?	1	-2	9	0.4	-2
COC(=O)C(C)N(C#N)c1nc(C)nc(C)n1 (stereo not drawn)	2	-4	1	3	12	nt	3
O=C(C1CC1)N1CC2(C1)[C@@H](c1ccccc1)[C@@H](CO)N2Cc1nccs1	3	-5	-4	1	nt	0.0	nt
Cc1cccnc1NC(=O)c1ccc(OCC2CCCO2)cc1 (stereo not drawn)	-5	0	-7	2	6	0.3	-1
Cc1ccc(S(=O)(=O)N2CCC(C(=O)OCCOc3cccc(C)c3)CC2)cc1	6	-7	1	2	9	-0.2	-2
Cc1cccc(S(=O)(=O)N2C[C@H](O)COC[C@H]3O[C@@H](CC(=O)Nc4ccc(-c5ccccc5)cc4)CC[C@@H]32)c1	nt	3	nt	nt	-3	0.4	-3
O=C1COc2ccc(C(=O)COC(=O)c3ccc(Cl)cc3[N+](=O)[O-])cc2N1	2	3	-3	4	3	nt	0
Cc1ccc(S(=O)(=O)N(C)C[C@@H]2Oc3ccc(NC(=O)CCCCCC(=O)Nc4ccccc4N)cc3C(=O)N([C@@H](C)CO)C[C@H]2C)cc1	3	-17	-2	nt	nt	-0.2	nt
Cc1nn(CC(=O)Nc2ccccc2C(F)(F)F)c(=O)c2cccn12	4	1	-4	-4	2	0.2	0
Cc1ccccc1NC(=O)CSc1n[nH]c(-c2ccco2)n1	3	10	-4	1	2	2.4	0
Cc1c(CC(=O)O)c(=O)oc2c(C)c(OCc3nn[nH]n3)ccc12	5	20	-1	-21	nt	2.6	nt
CC(C)NC(=O)N[C@@H]1C=C[C@H](CC(=O)NCc2ccc(Oc3ccccc3)cc2)O[C@@H]1CO	-1	-2	-17	0	nt	0.4	nt
Cc1ccc(S(=O)(=O)Nc2cccc3c2O[C@H](CN(C)S(=O)(=O)c2ccc(C)cc2)[C@H](C)CN([C@H](C)CO)C3=O)cc1	2	5	-5	4	-34	-0.2	0
O=C(CN1C(=O)c2ccccc2S1(=O)=O)Nc1ccon1	3	9	12	-8	-4	nt	-3
COc1cccc(CN(C)CC(=O)Nc2ccccc2N2CCOCC2)c1OC	-11	-2	-5	-2	7	2.7	-1
CCOc1cc(C(=O)Nc2ccc(S(=O)(=O)Nc3cnc4ccccc4n3)cc2)cc(OCC)c1OCC	1	1	4	-3	nt	nt	nt
Nc1nc(COC(=O)c2ccc3c(c2)OCCO3)nc(Nc2ccccc2)n1	nt	-3	-2	4	2	4.4	9
COC(=S)N/C(=N\S(=O)(=O)c1ccc(Cl)cc1)c1ccccc1	-6	-3	-7	1	4	nt	-4
Cc1ccc2c(c1)C(O)(C1COC(C)(C)CC1=O)C(=O)N2C (stereo not drawn)	-1	-7	0	1	nt	0.1	1
OC[C@H]1[C@@H]2c3ccccc3NC[C@@H]2N1CC1CCOCC1	3	22*	-9	-2	13	-0.2	2
COc1cc(Nc2c3c(nc4ccccc24)CCC3)cc(OC)c1OC	4	-5	-1	2	-31	0.5	-1
COc1ccc(OC)c(S(=O)(=O)n2cnc3ccccc32)c1	4	-2	-1	-4	7	nt	-1
CCOC(=O)C1(CCCc2ccccc2)CCN(Cc2ccn[nH]2)CC1	-1	0	-5	3	nt	nt	0
O=C(Nc1ccc2c(c1)[C@H]1C[C@H](CC(=O)N3CCc4ccccc4C3)O[C@H](CO)[C@H]1O2)C1CCC1	-8	-2	0	2	-11	-0.5	4
Cc1c(C(=O)NCCSCc2ccccc2)cccc1[N+](=O)[O-]	-71	-6	-2	-1	1	-1.5	-2
Cc1ccccc1-c1nc(CS(=O)(=O)CC(=O)N2CCN(C)CC2)c(C)o1	-8	-5	0	-1	-8	nt	-1
O=C(Cn1nnc(-c2cccs2)n1)NCc1ccco1	-5	-1	0	-4	nt	nt	nt
COc1ccccc1C(=O)N1CCC2CCN(C(=O)c3ccccc3)C2C1 (stereo not drawn)	0	0	11	nt	nt	1.4	nt
CCOC(=O)C1CCCN(S(=O)(=O)c2ccc3c(c2)N(C(C)=O)CCO3)C1 (stereo not drawn)	4	14	0	1	4	nt	nt
CCOC(=O)Nc1ccc2c(c1)C(=NNC(=S)NC)c1ccccc1-2	6	?	-3	-1	nt	nt	2
OC(CNC1CCCC1)COc1ccc(F)cc1 (stereo not drawn)	5	2	8	-2	6	nt	-3
CC1CCCN(C(=S)NC2CCCC2)C1 (stereo not drawn)	0	5	-3	-6	-1	-0.2	0
O=C(NCc1ccccc1)c1cccc(NC(=O)C2CCCC2)c1	6	6	-3	-9	3	-1.3	3
Cc1ccc(C(CNC(=O)c2ccc(Br)o2)N2CCN(C)CC2)cc1 (stereo not drawn)	1	0	5	-4	-9	-0.1	-3
O=C(N/N=C/c1ccc(O)cc1O)C(=O)N/N=C/c1ccc(O)cc1O	-1	-10	-1	5	12	nt	-9

The results go on.
SMILES	ERp5 inh	DENV2 CPE rescue	S100A4 inh HTS	SIRT5 block	Statin myotox sup	E-selectin induc	PglD DTNB
O=C(COC(=O)C1CCN(S(=O)(=O)c2ccc3c(c2)OCCO3)CC1)NC1CCS(=O)(=O)C1 (stereo not drawn)	-1	10	3	-2	-47	0.1	-3
CN(C(=O)CSc1nncn1C)C1CCCN(Cc2ccccc2F)C1 (stereo not drawn)	7	-4	1	-3	nt	-0.2	-6
COc1cccc(C2(O)CCN(C(=O)c3cccs3)CC2)c1	15	nt	-3	-6	4	nt	-2
O=C(C[C@@H]1CC[C@@H]2[C@H](COC[C@@H](O)CN2Cc2nccs2)O1)NCc1ccc(F)cc1	3	-6	-4	-1	14	-0.1	-4
O=c1c2sccc2nc(SCc2cc(=O)n3cc(Cl)ccc3n2)n1-c1ccc(F)cc1	-2	-3	4	-1	nt	nt	-4
CC(C)(C)n1nnnc1C(c1ccnc2ccccc12)N1CCN(C/C=C/c2ccccc2)CC1 (stereo not drawn)	4	3	-2	5	9	nt	-2
CSCCC(NC(=O)c1ccccc1Br)C(=O)N1CCCCCCC1 (stereo not drawn)	-3	-8	-4	-3	8	-0.1	2

Assay outcomes deposited in PubChem by Broad Institute.
